High-throughput results deposited in PubChem BioAssay by several laboratories.
EBV gp42 block: inhibitors of Epstein-Barr virus glycoprotein 42; Fluorescence polarization binding assay, mP read-out; hit rate 0.42% among 220,000; inhibition, % (tested at 21.74 µM); Q1HVG2; in the data active = inhibition above about 50%
Target sequence (Q1HVG2 whole entry, looked up): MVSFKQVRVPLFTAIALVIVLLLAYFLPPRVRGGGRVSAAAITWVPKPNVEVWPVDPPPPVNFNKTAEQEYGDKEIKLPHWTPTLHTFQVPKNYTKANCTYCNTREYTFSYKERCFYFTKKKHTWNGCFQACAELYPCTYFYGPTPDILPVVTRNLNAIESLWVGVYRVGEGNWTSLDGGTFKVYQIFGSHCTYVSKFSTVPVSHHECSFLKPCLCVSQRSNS
MDM2 E3 inh: Mdm2 E3 ligase (human) inhibition | Q00987 | cell-based MDM2 ubiquitination luciferase reporter, 2 h; 0 = plate control, 100 = twice control, blank-subtracted | signal enhancement, % at 5 µM | hit rate 0.11% among 210,000 | AID 1230;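 active = signal enhancement of 30% or more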;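 note: luminescence tracks abundance of the self-degrading MDM2-luciferase fusion protein; higher signal means inhibition of MDM2 E3 ligase activity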
Target sequence (Q00987 whole entry, looked up, the tested form may be a part): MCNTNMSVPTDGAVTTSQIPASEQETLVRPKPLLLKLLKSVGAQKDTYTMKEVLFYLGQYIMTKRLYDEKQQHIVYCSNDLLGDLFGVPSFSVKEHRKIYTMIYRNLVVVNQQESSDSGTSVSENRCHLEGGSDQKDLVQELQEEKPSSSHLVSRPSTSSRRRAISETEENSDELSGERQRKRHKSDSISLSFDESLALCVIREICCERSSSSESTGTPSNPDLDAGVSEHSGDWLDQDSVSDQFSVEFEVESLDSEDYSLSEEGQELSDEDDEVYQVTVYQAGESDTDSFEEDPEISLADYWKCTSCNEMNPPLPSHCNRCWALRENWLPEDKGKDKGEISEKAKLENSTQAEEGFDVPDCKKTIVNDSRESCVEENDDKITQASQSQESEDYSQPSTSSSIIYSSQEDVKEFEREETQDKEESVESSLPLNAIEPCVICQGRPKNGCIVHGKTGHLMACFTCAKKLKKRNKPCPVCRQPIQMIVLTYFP
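Material: Stable MDM2–luciferase fusion reporter cells | Amount: 2000 cells seeded into each well | Dosing: One concentration, 5 µM, with 0.2% DMSO | Incubation: 4 h cell settling then 2 h compound exposure, 37 °C | Measured by: Luciferase luminescence | Read-out basis: % enhancement relative to plate controls after blank subtraction | Benchmarks: Control and blank well means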
Hck Nef HTS: inhibitors of human Hck kinase activated by Nef; hit rate 0.68% among 220,000; inhibition, % at 20 µM; AID 463187; Recombinant Hck-YEEI plus Nef, Z-Lyte FRET kinase assay; P08631;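 active = Hck-Nef kinase inhibition above about 50%, limit read from the data; inactive = inhibition below that limit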;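 note: 0% = DMSO with Hck plus Nef and 100% = Hck alone without Nef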
Runt-CBFb FRET: inhibitors of human RUNX1 Runt domain binding to CBFb | Q01196+Q13951 | Cerulean-Runt/Venus-CBFb FRET ratio 530/480, 1 h | inhibition, % at 20 µM | hit rate 0.46% among 220,000;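 active = inhibition over about 50% at 20 µM in the single-dose screen, limit read from the data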;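 note: 0% = DMSO wells and 100% = excess unlabeled CBFb competitor control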
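System: Cerulean-labeled Runt domain protein | Quantity: 100 nM of each labeled protein | Schedule: 1 h compound exposure, room temperature | Detection: Fluorescence energy transfer, 422 nm excitation, 530/480 nm emission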
NCF1 inh: inhibitors of human p47phox binding; P14598; p47phox/p22phox peptide binding, fluorescence polarization, 2 h; inhibition, % at 24.7 µM; hit rate 0.53% among 220,000; AID 1274;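 active = inhibition above about 30%, limit read from the data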;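 note: 0% = p47phox with labelled peptide and 100% = labelled peptide alone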
Runt-SMMHC FRET: blocks binding of human RUNX1 Runt domain to CBFb-SMMHC | inhibition, % at 20 µM | Cerulean-Runt/Venus-CBFb-SMMHC FRET ratio 530/480, 1 h | Q01196+Q13951 | hit rate 0.74% among 220,000 | AID 1434;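 active = mean inhibition across duplicate retests at 20 µM reaching about 50%, limit read from the data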;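 note: 0% = DMSO wells and 100% = wells with excess untagged CBFb-SMMHC; inhibitors lower the FRET ratio by blocking Runt binding to CBFb-SMMHC; some results filed as inactive read as strong as hits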
zVAD death inh: L929 zVAD cell death inhibition. L929 zVAD necroptosis rescue, ATP luminescence, 24 h; with zVAD 60 µM. viability rescue, % at 10 µM. hit rate 0.38% among 220,000. AID 1377;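 active = activation, scaled between plate controls, above about 75%, limit read from the data; inactive = activation under that limit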;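 note: 0% = zVAD with DMSO and 100% = DMSO alone without zVAD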
Tb hexokinase: T. brucei hexokinase 1 inhibition; recombinant TbHK1, G6PDH-coupled NADH A340; inhibition, % at 10 µM; hit rate 0.11% among 220,000;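 active = inhibition of 50% or more in the single-dose primary screen; inactive = inhibition below 50%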
14-3-3 Bad PPI: disrupts binding of bovine 14-3-3 zeta to phospho-Bad peptide. TR-FRET 14-3-3zeta/Dy647-pBad peptide displacement, 1 h. P63103. hit rate 0.71% among 220,000. inhibition, % at 21.7 µM;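 active = inhibition above about 70%, limit read from the data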;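 note: 0% = full 14-3-3 plus peptide FRET controls and 100% = background without 14-3-3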
Target sequence (P63103 whole entry, looked up): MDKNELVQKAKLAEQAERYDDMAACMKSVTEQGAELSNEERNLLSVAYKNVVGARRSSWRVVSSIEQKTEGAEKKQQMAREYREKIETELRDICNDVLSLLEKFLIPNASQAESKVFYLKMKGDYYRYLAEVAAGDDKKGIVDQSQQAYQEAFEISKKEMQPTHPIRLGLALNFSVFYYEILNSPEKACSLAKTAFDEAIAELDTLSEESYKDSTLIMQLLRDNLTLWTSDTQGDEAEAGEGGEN
Active calls of the source: *; . = no result given; [ ] = remark or other dose.

Start of the data: the first 9 entries, ahead of the listing:
SMILES | EBV gp42 block | MDM2 E3 inh | Hck Nef HTS | Runt-CBFb FRET | NCF1 inh | Runt-SMMHC FRET | zVAD death inh | Tb hexokinase | 14-3-3 Bad PPI
CCn1cc([N+](=O)[O-])c(C(=O)Nc2ccc(Cn3nc(C)cc3C)cc2)n1 | 6 | -25 | 0 | -2 | -13 | 0 | 0.8 | -4 | 1
Cn1c(COc2ccc3ccccc3c2)nnc1SCC(=O)O | -17 | -5 | -3 | 2 | 1 | 6 | 0.9 | 2 | 62
CCN(CC)CCOC(=O)C1(C2CCCCC2)CCCCC1 | -3 | . | 1 | -3 | 1 | 3 | -0.5 | 6 | 0
CCN(CCC(=O)Nc1cc(OC)cc(OC)c1)Cc1ccccc1 | 7 | -14 | 1 | -1 | -10 | -7 | 0.9 | 3 | 24[fluorescence artefact?]
CN(C(=O)COc1ccccc1C(=O)NCCc1ccccc1)c1ccccc1 | 13 | 4 | 5 | -3 | 0 | 4 | 0.0 | 2 | 3
COc1ccc(/C(N)=N/OC(=O)CCCc2ccccc2)cc1 | -16 | -2 | 8 | -4 | -11 | 0 | 0.3 | 2 | 0
Cc1ccc(-c2nc3sc4c(c3c(=O)n2N)CCCC4)cc1 | -22 | 0 | 1 | -2 | -25 | -3 | 1.3 | -15 | -5
NC(=O)C1=C[C@H](c2ccc(C(F)(F)F)cc2)C[C@H](OCc2ccc(CO)cc2)O1 | -13 | . | 22 | -6 | . | -2 | 0.1 | -4 | 5
COc1ccc(NC(=O)CCC(=O)Nc2nnc(C(F)(F)F)s2)c(OC)c1 | -10 | -27 | -21 | 3 | -12 | 1 | 0.3 | 1 | -3

The listing (from the top)
SMILES | EBV gp42 block | MDM2 E3 inh | Hck Nef HTS | Runt-CBFb FRET | NCF1 inh | Runt-SMMHC FRET | zVAD death inh | Tb hexokinase | 14-3-3 Bad PPI
CCn1cc([N+](=O)[O-])c(C(=O)Nc2ccc(Cn3nc(C)cc3C)cc2)n1 | 6 | -25 | 0 | -2 | -13 | 0 | 0.8 | -4 | 1
Cn1c(COc2ccc3ccccc3c2)nnc1SCC(=O)O | -17 | -5 | -3 | 2 | 1 | 6 | 0.9 | 2 | 62
CCN(CC)CCOC(=O)C1(C2CCCCC2)CCCCC1 | -3 | . | 1 | -3 | 1 | 3 | -0.5 | 6 | 0
CCN(CCC(=O)Nc1cc(OC)cc(OC)c1)Cc1ccccc1 | 7 | -14 | 1 | -1 | -10 | -7 | 0.9 | 3 | 24[fluorescence artefact?]
CN(C(=O)COc1ccccc1C(=O)NCCc1ccccc1)c1ccccc1 | 13 | 4 | 5 | -3 | 0 | 4 | 0.0 | 2 | 3
COc1ccc(/C(N)=N/OC(=O)CCCc2ccccc2)cc1 | -16 | -2 | 8 | -4 | -11 | 0 | 0.3 | 2 | 0
Cc1ccc(-c2nc3sc4c(c3c(=O)n2N)CCCC4)cc1 | -22 | 0 | 1 | -2 | -25 | -3 | 1.3 | -15 | -5
NC(=O)C1=C[C@H](c2ccc(C(F)(F)F)cc2)C[C@H](OCc2ccc(CO)cc2)O1 | -13 | . | 22 | -6 | . | -2 | 0.1 | -4 | 5
COc1ccc(NC(=O)CCC(=O)Nc2nnc(C(F)(F)F)s2)c(OC)c1 | -10 | -27 | -21 | 3 | -12 | 1 | 0.3 | 1 | -3
C=CCn1c(SCC(=O)/C(C#N)=C(\C)N)nc2sc(C)c(C)c2c1=O | -14 | -80 | 0 | -1 | -18 | -81 | 0.7 | 4 | 3
Cc1occc1-c1n[nH]c(=S)n1CC(C)C | -15 | . | -8 | 1 | -7 | 17 | -1.1 | -3 | 5[fluorescence artefact?]
O=C(NNc1ncnc2sccc12)c1ccc(Cl)cc1 | -13 | -6 | 26 | 0 | -14 | 1 | -0.5 | -7 | -6
CN(C)Cc1cc(C(C)(C)C)cc(C(C)(C)C)c1O | -2 | -7 | 4 | -1 | -10 | -1 | 1.7 | -4 | -3
C=CCn1c(SCc2cccc(F)c2)nc2cc(C(=O)N3CCC(C(N)=O)CC3)ccc2c1=O | -11 | 1 | 3 | -5 | -2 | -1 | 0.6 | -15 | -11
N#Cc1nc(Cc2cccc3ccccc23)oc1NCCN1CCOCC1 | -15 | -4 | -3 | 2 | -10 | -1 | 0.5 | -8 | 37[fluorescence artefact?]
O=C1/C(=C\c2cccnc2)SC(=S)N1C1CCS(=O)(=O)C1 (stereo not given) | -3 | -11 | 2 | 2 | -20 | 5 | 0.0 | -17 | 8
CC(C)(C)OC(=O)NNC(=S)NC1CCCCC1 | 4 | -6 | 13 | 2 | 2 | 4 | 1.8 | -2 | -17
Cc1c(CC(=O)O)c(=O)oc2cc3oc4c(c3cc12)CCCC4 | -2 | -10 | 22 | 1 | -10 | 1 | 0.7 | -19 | 5
Cc1cc(C)n(C(=O)c2cccc(S(=O)(=O)N3CCCC3)c2)n1 | -28 | 9 | -13 | 1 | -18 | 4 | 0.3 | 2 | 7[fluorescence artefact?]
O=C(CCS(=O)CCC(=O)NCc1ccccc1)NCc1ccccc1 | -12 | -7 | 2 | -1 | -11 | -3 | 0.7 | 1 | 1
CC1(C)CN=C(N(C(=O)Nc2ccccc2)c2ccccc2F)S1 | -6 | -15 | 19 | 1 | 11 | 0 | 1.3 | 8 | 5
O=C(CSc1nnnn1C1CCCCC1)N1CCOCC1 | -8 | -10 | -6 | 0 | -7 | 2 | 1.3 | -1 | -15
Cc1cc(NC(=O)C2CCCC2)n(-c2nc3ccccc3[nH]2)n1 | 2 | -14 | 1 | -4 | -9 | -1 | 0.2 | -4 | -6
O=c1oc2ccccc2n1Cc1ccccc1Cl | -5 | -1 | -2 | 2 | 2 | -2 | 0.3 | 1 | 9
CC(C)C1CC(CCN)(Cc2ccccc2)CCO1 (stereo not given) | -13 | -6 | 22 | 1 | 2 | -4 | -2.4 | 4 | -1
COc1ccc(OCC(O)CN2CCN(Cc3ccc4c(c3)OCO4)CC2)cc1 (stereo not given) | -11 | -6 | 1 | -1 | 1 | -2 | 1.0 | 19 | -14[fluorescence artefact?]
CC1CCN(C(=S)c2ccc([N+](=O)[O-])cc2)CC1 | -13 | -12 | 2 | 24 | -12 | 9 | 0.9 | -9 | 3
CC(=O)N1CC=C2C(C#N)=C(N)C(C#N)(C#N)[C@H](c3ccoc3)[C@H]2C1 | 17 | -14 | 18 | 8 | -17 | 10 | 1.6 | 0 | -10
CS(=O)(=O)c1ccc(-c2cn3cc(C(=O)O)ccc3n2)cc1 | 5 | -34 | 7 | -1 | 6 | -1 | 0.6 | -9 | -3
CCN(CC)CCNC(C(=O)Nc1ccc([N+](=O)[O-])cc1Br)c1ccccc1 (stereo not given) | -6 | -2 | 0 | -3 | -1 | -1 | 8.9 | -5 | -8
COc1cc2nc(C3CCC3)n(NC(=O)C3CCCC(OC)C3)c(=O)c2cc1OC (stereo not given) | -13 | 14 | . | 0 | -3 | 1 | . | . | 6[fluorescence artefact?]
Cc1cccc(C(=O)O/N=C2\CCCc3ccccc32)c1 | -3 | -23 | 0 | -6 | -12 | -4 | 0.6 | 3 | -15
O=C(NCc1ccco1)/C(=C\c1cccs1)NC(=O)c1ccsc1 | -2 | -2 | -18 | 1 | 0 | -1 | 0.2 | -12 | -5
COc1ccc(C)cc1S(=O)(=O)N1CCCC(C(=O)NCC2CCCO2)C1 (stereo not given) | -6 | -12 | 0 | 2 | -7 | 33 | -0.1 | 4 | 10
CC(C)OC(=O)C1CC(C)(O)C(=O)C(C(=O)OC(C)C)C1c1ccc([N+](=O)[O-])cc1 (stereo not given) | -7 | -4 | 24 | . | -7 | -1 | -0.6 | -3 | -7
Cc1nc(S/C(=C/c2ccc(-c3ccc(C(=O)O)cc3)o2)C(=O)O)n[nH]1 | -20 | 0 | -34 | -12 | -38 | -72 | 0.5 | -26 | 43
COC(=O)CCSCC(=O)Nc1ccc(S(=O)(=O)N2CCOCC2)cc1OC | -3 | 5 | 16 | 2 | 3 | -1 | 0.1 | -3 | -1
Cc1cc(Cl)ccc1OCCCC(=O)N1CCN(C)CC1 | -14 | -5 | 1 | . | -5 | 1 | 0.2 | 2 | -4
Cc1c(C(=O)N2CCN(c3ncccn3)CC2)sc2nc3n(c(=O)c12)CCCC3 | -18 | -8 | 1 | -1 | -13 | 1 | -0.3 | -3 | -1[fluorescence artefact?]
CC(C)N1CCN(c2ccncc2S(=O)(=O)N2CCOCC2)CC1 | -8 | -13 | 1 | 0 | 1 | 4 | -0.1 | 3 | 0[fluorescence artefact?]
COc1ccc(NC(=O)CCSc2cc(C)c3ccccc3n2)cc1 | -22 | -9 | 0 | -3 | -22 | -2 | 0.9 | -6 | -15[fluorescence artefact?]
COc1ccc(/C=C/C(=O)N2CCC(c3ccccc3)C2)cc1 (stereo not given) | -12 | -2 | 4 | -3 | -2 | 2 | 1.8 | 21 | -14[fluorescence artefact?]
COc1cc(C2NC(=S)NC(c3ccccc3)=C2C(C)=O)cc(Br)c1OCC(N)=O (stereo not given) | -14 | -3 | 29 | -2 | -6 | 2 | 1.9 | -7 | -21
Cc1cccc(NC(=O)Nc2ccc(Oc3c(F)c(F)c(F)c(F)c3F)cc2)c1 | -12 | -7 | 0 | 0 | -6 | -6 | 0.9 | -3 | -6
Cc1csc(NC(=O)C(NS(=O)(=O)c2ccc(Br)s2)c2ccccc2)n1 (stereo not given) | 7 | -18 | -19 | 7 | -8 | 14 | -1.1 | 0 | 5
Cc1ccc(S(=O)(=O)NCC(=O)N2CCN(c3ccccn3)CC2)cc1 | -12 | -18 | -3 | 2 | -9 | 3 | 0.4 | -6 | -4
CCOC(=O)CNC1CC(=O)N(c2cccc(Cl)c2)C1=O (stereo not given) | -9 | -6 | 1 | 2 | -2 | -1 | 0.3 | -5 | 24[fluorescence artefact?]
CSc1cccc(NC(=O)COc2ccccc2C)c1 | -12 | 8 | 2 | -1 | -11 | 2 | 3.0 | 0 | -12
O=S(=O)(NCC(c1cccnc1)N1CCN(c2ccc(F)cc2)CC1)c1ccc(F)cc1 (stereo not given) | 0 | -12 | 20 | -2 | -15 | -1 | -0.2 | -2 | 3
O=C(Cn1nc(Cl)nc1Cl)Nc1ccccc1 | -17 | -4 | -2 | 1 | -8 | 2 | 2.8 | -3 | -1
CC(=O)Nc1ccccc1OCC(=O)NCCc1ccc(Cl)cc1Cl | -23 | -13 | 3 | -2 | -9 | -1 | 0.1 | 5 | 1[fluorescence artefact?]
CCCCNC(C(=O)Nc1cccc(S(=O)(=O)N2CCOCC2)c1)c1ccccc1 (stereo not given) | -6 | 1 | 15 | -3 | -9 | 1 | 0.0 | 0 | -10
C=CCC(C#Cc1ccc(C)cc1)N(CC)CC (stereo not given) | -4 | 1 | -2 | -2 | -21 | -1 | 0.4 | -3 | 2
O=C(Cn1nnc(-c2cccs2)n1)NCc1ccco1 | -12 | -57 | -5 | -1 | -2 | -1 | 0.1 | -5 | -2
Cc1ccc2nc(SCn3nnc4ccccc4c3=O)[nH]c2c1 | -10 | -21 | 0 | 1 | 4 | -1 | 0.0 | -1 | 0
